dFosB act = enhances mouse delta FosB homodimer DNA binding | purified delta FosB, TAMRA-CDK5 oligo fluorescence polarization; percent of positive-control signal above neutral wells | activation, % at 25 µM | hit rate 0.99% among 340,000 | AID 493131;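 active = mean activation above about 17%, with every replicate also reaching it, limit read from the data, passing the limit was not always enough; inconclusive = only one of the two conditions met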;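 also: fluorescence polarization rise as delta FosB binds a TAMRA Cdk5 AP-1 oligo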
PKA-R2B act = activators of human PKA-R2B complex; activation, % at 11.4 µM; PKA-R2B holoenzyme dissociation, Cy5-IP20 fluorescence polarization; R2B truncated from residue 108, S112A mutant; 0% DMSO only, 100% 113 µM cGMP; hit rate 0.079% among 340,000; P22694+P31323;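 active = activation above a cutoff set at the mean over all compounds plus 3 SD, cut at about 18% in these data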;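 also: higher means more holoenzyme dissociation and a rise in polarization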
Pemphigus Ab inh = human desmoglein-3 autoantibody binding inhibition. P32926. DSG3-coupled beads, scFv-anti-DSG3-GFP binding, flow cytometry; active compounds read low. binding (percent of control), % at 10 µM. hit rate 0.48% among 310,000. AID 588358;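 active = binding more than 3 SD below its plate's average and above zero; inconclusive = below that plate limit but binding exactly zero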;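 also: hits lower antibody fragment binding to DSG3; some compounds called inactive have numbers as strong as hits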
MITF TRPM1 HTS = MITF TRPM1 promoter activation in melanoma cells | hit rate 0.75% among 300,000 | SK-MEL-5 TRPM1-promoter luciferase, 24 h; % of positive control, neutral wells = 0 | activation, % at 12.5 µM;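 active = mean activation of at least 80% with every replicate also reaching 80%; inconclusive = mean reaches 80% but some replicate falls short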;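 also: 0% = neutral control wells and 100% = parthenolide positive control wells; values of inactives mirror those of a sister screen read the other way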
SR-BI uptake up = enhances SR-BI lipid uptake from DiI-HDL | CHO ldlA[mSR-BI] cells, DiI-HDL uptake fluorescence, 3 h; 100 = double the neutral-control signal | activation, % at 12.5 µM | hit rate 0.096% among 320,000 | AID 504775;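 active = mean replicate activation of at least 60% and every replicate at or above 60%; inconclusive = mean or all-replicate condition met, but not both; inactive = mean below 60% and not all replicates reaching 60%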;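 also: 0% = median plate neutral-control signal and 100% = twice that signal; values of inactives mirror those of a sister screen read the other way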
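Assay system: LDL receptor-deficient CHO ldlA cells overexpressing murine SR-BI / Medium: BSA-supplemented, HEPES-buffered Ham's F12, pH 7.4 / Probe or stimulus: DiI-labelled HDL at 10 µg/mL final / Timing: compound with DiI-HDL co-incubation, 3 h at 37 °C / Technique: bottom-read cell fluorescence after medium removal, ex 550/em 595 nm / Measure: HDL uptake via cellular fluorescence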
CDK5 inh = inhibitors of human CDK5/p35 kinase; Q00535+Q15078; Recombinant CDK5/p35, ADP-Glo luminescence, 60 min; inhibition, % at 10 µM; hit rate 0.01% among 330,000; AID 488839;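 active = highest replicate inhibition of at least 50% and at least 75% of replicates reaching 50%; inconclusive = only one of the two criteria met; inactive = both criteria failed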;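 also: plate controls were DMSO neutral control for no effect and GW8510 at 10 µM for full effect; many of its hits are not listed in these tables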
NSD2 HMT inh = NSD2 (human) methyltransferase inhibition. NSD2 peptide methylation, AlphaScreen, 120 min. inhibition, % at 12.5 µM. hit rate 0.54% among 310,000; in the data active = inhibition above about 50%
Target sequence (O96028 whole entry, looked up): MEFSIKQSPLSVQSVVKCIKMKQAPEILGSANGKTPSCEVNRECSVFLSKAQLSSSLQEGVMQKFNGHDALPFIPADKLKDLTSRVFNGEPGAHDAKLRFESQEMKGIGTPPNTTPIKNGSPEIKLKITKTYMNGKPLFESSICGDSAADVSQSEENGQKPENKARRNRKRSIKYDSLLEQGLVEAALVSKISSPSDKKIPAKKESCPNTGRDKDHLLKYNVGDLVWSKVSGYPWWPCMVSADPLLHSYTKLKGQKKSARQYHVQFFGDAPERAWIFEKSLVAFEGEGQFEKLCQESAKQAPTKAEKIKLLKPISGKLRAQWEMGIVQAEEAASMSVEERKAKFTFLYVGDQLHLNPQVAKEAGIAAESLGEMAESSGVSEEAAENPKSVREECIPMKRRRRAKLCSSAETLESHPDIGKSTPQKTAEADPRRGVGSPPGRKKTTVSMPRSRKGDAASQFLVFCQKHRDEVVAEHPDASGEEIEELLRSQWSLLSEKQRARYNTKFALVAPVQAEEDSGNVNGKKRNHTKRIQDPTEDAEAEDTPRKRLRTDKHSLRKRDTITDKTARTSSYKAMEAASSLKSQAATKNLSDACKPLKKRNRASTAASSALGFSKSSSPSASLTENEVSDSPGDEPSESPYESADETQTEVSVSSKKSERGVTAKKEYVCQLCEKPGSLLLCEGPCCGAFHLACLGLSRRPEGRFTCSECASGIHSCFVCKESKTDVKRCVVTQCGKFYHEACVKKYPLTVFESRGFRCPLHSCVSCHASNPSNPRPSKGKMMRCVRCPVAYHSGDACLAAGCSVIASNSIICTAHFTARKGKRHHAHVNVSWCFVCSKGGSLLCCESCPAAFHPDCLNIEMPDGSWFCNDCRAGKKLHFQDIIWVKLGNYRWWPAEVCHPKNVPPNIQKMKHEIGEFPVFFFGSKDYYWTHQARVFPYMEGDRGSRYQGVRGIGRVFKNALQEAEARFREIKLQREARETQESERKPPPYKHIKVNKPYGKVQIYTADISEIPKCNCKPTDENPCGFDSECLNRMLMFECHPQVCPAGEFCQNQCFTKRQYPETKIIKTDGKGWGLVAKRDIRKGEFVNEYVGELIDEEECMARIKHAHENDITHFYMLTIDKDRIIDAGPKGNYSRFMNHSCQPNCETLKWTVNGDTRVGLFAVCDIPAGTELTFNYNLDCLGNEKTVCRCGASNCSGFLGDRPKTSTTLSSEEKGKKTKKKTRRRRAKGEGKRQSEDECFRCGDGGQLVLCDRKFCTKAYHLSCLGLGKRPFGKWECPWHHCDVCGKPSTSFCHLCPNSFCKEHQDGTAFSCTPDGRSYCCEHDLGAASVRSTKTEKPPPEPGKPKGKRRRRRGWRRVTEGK
Arrestin-AP2 inh = inhibitors of human beta-arrestin and AP2 interaction | FITC-arrestin peptide / GST-AP2 beads, flow cytometry; AP2 beta2 appendage carries R879A mutation | inhibition, % at 10 µM | hit rate 0.31% among 340,000;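 active = inhibition above a set limit, near 3 SD of compounds lacking own fluorescence, cut at about 54% in these data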;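 also: plate controls were DMSO wells for no effect and 5 µM unlabelled arrestin peptide for full effect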
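System: GST-AP2 R879A bound to glutathione beads, E. coli-expressed. Also added: 50 nM FITC-arrestin peptide. Schedule: compound with beads 12 min RT, then probe 1 h RT. Signal: bead flow cytometry, FITC channel. Read-out basis: percent response.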
SR-BI HDL uptake = mouse SR-BI HDL lipid transfer inhibition; ldlA[mSR-BI] CHO cells, DiI-HDL uptake fluorescence, 3 h; Q61009; inhibition, % at 12.5 µM; hit rate 0.96% among 320,000;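 active = mean replicate inhibition of at least 70% and a set share of replicates each scoring 70 or more; inconclusive = meets just one of the two criteria; inactive = fails both criteria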;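 also: 0% = median of neutral control wells and 100% = median of positive control wells; values of inactives mirror those of a sister screen read the other way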
PKA-R1A act = activators of PKA-R1A complex; PKA-R1A dissociation, Cy5-IP20 fluorescence polarization; scaled: DMSO 0%, 113 µM cGMP 100%; activation, % at 11.4 µM; hit rate 0.083% among 340,000;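 active = percent activation above the mean of all tested compounds plus 3 SD, cut at about 19% in these data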;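 also: higher means more PKAc released from R1A so a rise in polarization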
SUMO Mot1 rescue = blocks SUMOylation pathway, rescuing yeast Mot1-301 growth; hit rate 1% among 320,000; growth rescue, % at 18.8 µM; S. cerevisiae Mot1-301 growth rescue, ATP luminescence, 38.5C; percent above DMSO median, 100 means doubled; AID 2716;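 active = every valid replicate shows activation above 250% relative to neutral control wells; inactive = the rest, any valid replicate at or below 250%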;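 also: OY570 slx delta 5 strain wells were the positive control but not used for scaling; some compounds called inactive have numbers as strong as hits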
The depositor's hits bear a star; i = inactive; ? = inconclusive; nt = not tested or not shown.

Fields – NSD2 HMT inh, PKA-R1A act, Arrestin-AP2 inh, MITF TRPM1 HTS, SR-BI uptake up, Pemphigus Ab inh, PKA-R2B act, SR-BI HDL uptake, dFosB act, CDK5 inh, SUMO Mot1 rescue
#1 CC(C)C[C@@H](CN1C(=O)C(=O)NC[C@@H]1CC(C)C)NC(=O)Cc1ccccc1
→ nt, -4, 20, 16, 5, 103, -14, -5, -2, -0.6, 14
#2 CN1CCN(C(=O)c2cn(-c3ccccc3)nc2-c2cccs2)CC1
→ 3, 5, 5, 0, -9, 89, -2, 9, -4, 0.0, i
#3 COc1ccc(S(=O)(=O)N2Cc3ccccc3CC2C(=O)Nc2ccc3c(c2)OCO3)cc1 (configuration not stated)
→ -4, 15, -1, 41, -8, 96, -3, 8, -8, -1.1, 2
#4 Fc1ccc(CCN2CCN=C2Nc2ccccc2)cc1
→ nt, 9, 5, 1, 68*, 107, -3, -68, 4, -2.5, -1
#5 CC(c1ccccc1)n1cnc2ccccc2c1=O (configuration not stated)
→ -3, 0, 12, nt, -10, 95, 0, 10, -5, 0.4, -6
#6 COc1ccc(C(C)(C)C)cc1NC(=O)CCCN1C(=O)CN(C)C1=O
→ -2, -15, 18, -7, 6, 104, -1, -6, -7, 0.6, nt
#7 COc1ccc(C(=O)Nc2ccc(S(=O)(=O)Nc3cc(C)nc(C)n3)cc2)cc1
→ 3, -11, -2, 11, nt, 99, -6, nt, -12, -2.6, 193
#8 CCS(=O)(=O)NCCc1csc(C)n1
→ 0, -4, 5, 0, 12, 104, -4, -12, 10, 7.9, -7
#9 COC(=O)c1ccc(C(=O)OC)c(NC(=O)C2CC2)c1
→ -1, 0, 9, 4, -2, nt, 1, 2, -4, 0.8, -7
#10 Cc1cc(NC(=O)COC(=O)c2c(C)nn(-c3ccccc3)c2C)no1
→ 2, -4, 8, -12, -5, 99, 6, 5, 3, -0.4, -4
#11 CCCc1cc(C(=O)N/N=C/c2ccc(C)o2)c2ccccc2n1
→ 3, -10, 14, -17, -34, 104, -4, 34, -21, 0.4, 11
#12 O=C(N/N=C1/CCCc2ccccc21)C(c1ccccc1)c1ccccc1
→ 3, 17, 7, -8, -67, 102, 1, 67, -2, 1.4, 5
#13 O=C(NCCCN1CCOCC1)c1cc(Cl)ccc1[N+](=O)[O-]
→ -1, -2, 6, -1, 10, 105, 0, -10, -1, 0.0, 5
#14 CCC(C)NC(=O)Nc1ccccc1C (configuration not stated)
→ -4, 7, 9, -3, 1, 101, 2, -1, -1, -0.6, -20
#15 N=c1c(S(=O)(=O)c2ccc(Cl)cc2)cc2c(=O)n3ccccc3nc2n1CCN1CCOCC1
→ -1, -3, 3, 3, 30, 99, -1, -30, -1, -2.5, 7

Single entries from the results shown:
cpd 13 | CDK5 inh = 0.0
cpd 7 | Pemphigus Ab inh = 99

5 entries out of the list above, sorted by the number in PKA-R1A act, lowest first:
entry	molecule	PKA-R1A act
11	CCCc1cc(C(=O)N/N=C/c2ccc(C)o2)c2ccccc2n1	-10
13	O=C(NCCCN1CCOCC1)c1cc(Cl)ccc1[N+](=O)[O-]	-2
9	COC(=O)c1ccc(C(=O)OC)c(NC(=O)C2CC2)c1	0
2	CN1CCN(C(=O)c2cn(-c3ccccc3)nc2-c2cccs2)CC1	5
14	CCC(C)NC(=O)Nc1ccccc1C (configuration not stated)	7

Following part:
Fields – NSD2 HMT inh, PKA-R1A act, Arrestin-AP2 inh, MITF TRPM1 HTS, SR-BI uptake up, Pemphigus Ab inh, PKA-R2B act, SR-BI HDL uptake, dFosB act, CDK5 inh, SUMO Mot1 rescue
#16 Cc1ccc(C(=O)NC2CCN(S(=O)(=O)c3ccccc3F)CC2)cc1
→ 0, -6, 1, nt, -42, 104, -1, 42, 6, 1.7, -8
#17 O=c1cc2[nH]c3ccccc3c(=O)n2nc1-c1ccccc1
→ 1, -3, -3, 43, 23, 107, 7, -23, -13, -1.0, 4
#18 CC(CNS(=O)(=O)c1ccc2c(c1)CC(=O)N2C)c1ccccc1 (configuration not stated)
→ 1, 0, -1, -10, -1, 102, -1, 1, -10, -0.5, 16
#19 COc1ccccc1OCCn1cc(/C=N/NC(N)=S)c2ccccc21
→ 1, 2, 4, 2, -77, 105, 0, 77*, -3, 0.4, 78
#20 COc1ccc(C(=O)NCC(=O)NC2=NCCS2)cc1
→ nt, -7, 0, nt, 26, 101, 9, -26, -7, 1.2, -12
#21 COc1cccc(-c2nnc3n2N=C(c2cccc(Br)c2)CS3)c1
→ -5, -9, 0, 3, -22, 93, 8, 22, -7, -5.4, -11
#22 COc1cc(NC(=O)COC(C)=O)c(C)cc1[N+](=O)[O-]
→ -3, -9, -2, 8, 21, 98, -10, -21, -3, -0.4, -3
#23 CCC(=O)Nc1ccc(NC(=O)CSc2nnnn2Cc2ccccc2)cc1C
→ -1, -7, -6, -15, nt, nt, -8, nt, 4, 0.1, nt
#24 CCC1Sc2ccc(S(=O)(=O)Nc3cc(OC)cc(OC)c3)cc2NC1=O (configuration not stated)
→ 6, -7, nt, -6, 7, 108, 4, -7, -14, -2.3, -13
#25 COc1ccc(Cl)cc1S(=O)(=O)N1CCN(CC(=O)C(C)(C)C)CC1
→ 0, 7, -1, -1, 0, nt, -10, 0, -2, -1.6, -18
#26 COCCCNC(=O)C(CC(N)=O)NC(=O)OCc1ccccc1 (configuration not stated)
→ -1, -6, 4, 9, nt, 87, 11, nt, -1, -2.3, 5
#27 CCOC(=O)C1=C(C)NC(C)=C(C(=O)OCC)C1C(=O)OCC(=O)NCc1ccco1
→ 1, 1, -1, -7, 4, 120, -3, -4, -7, 2.1, -12
#28 CCCN(C(=O)COC(=O)CNS(=O)(=O)c1ccc(NC(C)=O)cc1)C1CCS(=O)(=O)C1 (configuration not stated)
→ 0, -5, 15, 3, 1, 105, 0, -1, 0, -7.6, nt
#29 CCN(CC)CCNC(=O)c1cn(-c2ccccc2)nc1-c1cccs1
→ 2, -6, 0, nt, 37, 112, -2, -37, 2, -1.5, nt
#30 CCOC(=O)C1(Cc2ccc(OC)cc2)CCN(C(=O)c2cncs2)CC1
→ -1, 7, -3, 19, -2, 79, -4, 2, -7, -2.3, -6

Reformatted with bars between the fields: two of the compounds above
# | Compound | NSD2 HMT inh | PKA-R1A act | Arrestin-AP2 inh | MITF TRPM1 HTS | SR-BI uptake up | Pemphigus Ab inh | PKA-R2B act | SR-BI HDL uptake | dFosB act | CDK5 inh | SUMO Mot1 rescue
16 | Cc1ccc(C(=O)NC2CCN(S(=O)(=O)c3ccccc3F)CC2)cc1 | 0 | -6 | 1 | nt | -42 | 104 | -1 | 42 | 6 | 1.7 | -8
28 | CCCN(C(=O)COC(=O)CNS(=O)(=O)c1ccc(NC(C)=O)cc1)C1CCS(=O)(=O)C1 (configuration not stated) | 0 | -5 | 15 | 3 | 1 | 105 | 0 | -1 | 0 | -7.6 | nt

Following part:
Fields – NSD2 HMT inh, PKA-R1A act, Arrestin-AP2 inh, MITF TRPM1 HTS, SR-BI uptake up, Pemphigus Ab inh, PKA-R2B act, SR-BI HDL uptake, dFosB act, CDK5 inh, SUMO Mot1 rescue
#31 CCOC(=O)c1ccc2ncc(C(=O)OCC)c(NCCCN3CCOCC3)c2c1
→ 7, 3, 2, 20, -29, 101, 3, 29, -24, 0.1, -9
#32 CSc1nc(N)c2c3c(sc2n1)COC(C(C)C)C3 (configuration not stated)
→ -4, -3, 2, -6, 5, 107, 0, -5, 6, 0.0, 7
#33 CCOc1ccccc1Nc1cc2n(c(=O)n1)CCc1cc(OC)c(OC)cc1-2
→ -5, -1, 19, -3, -59, 99, 6, 59, -10, -0.5, 2
#34 O=C1C=CC(=O)N1c1ccccn1
→ -2, 4, -13, 6, 32, 90, 1, -32, -3, -1.0, nt
#35 COc1ccc(OCCSc2nc3ccccc3c(=O)[nH]2)cc1
→ -2, -8, -2, 15, -9, 103, 3, 9, -6, 0.6, 2
#36 Cc1ccc(Cn2nnc3c(=O)n(CC(=O)NCC4CCCO4)cnc32)cc1 (configuration not stated)
→ -3, -4, -3, -7, -1, 94, -3, 1, 6, -2.9, -15
#37 CCCN1CCN(CCCNC(=O)Cn2nc(-c3ccccc3)ccc2=O)CC1
→ nt, -8, -2, 5, 9, 101, 0, -9, -4, 2.5, 15
#38 CCN(CC)c1cc2nonc2c2nonc12
→ -3, -2, -8, -5, 14, 85, -4, -14, -4, 0.6, 25
#39 CC(OC(=O)Cc1ccccc1[N+](=O)[O-])C(=O)Nc1ccc(Cl)cn1 (configuration not stated)
→ 2, -3, -22, -2, -3, 120, 3, 3, -3, -0.3, 35
#40 O=C(Nc1nc(-c2cccs2)cs1)c1ccc([N+](=O)[O-])o1
→ 4, -1, 4, -86, 6, nt, 10, -6, -15, -1.8, 146
#41 CCSC1=N/C(=C\C=C2/Oc3ccccc3N2CC)C(=O)S1
→ 9, 0, 17, 8, -35, 130, 1, 35, -18, -0.2, -3
#42 O=C(O)c1cccc(NS(=O)(=O)c2ccc(Cl)c(C(=O)Nc3cccc([N+](=O)[O-])c3)c2)c1
→ 2, -3, 32, nt, nt, nt, -1, nt, -9, 0.3, -1
#43 CCOC(=O)/C(=N\Nc1ccc(Cl)cc1)Sc1nnc(-c2ccc(OC)cc2)n1C
→ -1, -3, 0, 13, ?, 88, 0, -60, 0, nt, 88
#44 Clc1ccccc1OCCCCN1CCCCC1
→ 9, -5, 8, 11, -2, 101, 0, 2, 1, -2.5, 125

Outcome played no part in choosing rows; any-hit rate near 4.7%.
